# CHO-K1 Ca ag: counter-screen for M1 agonists: effect in parental CHO-K1 cells; Fluo-8 calcium fluorescence; scaled to maximal ATP response, vehicle zero; activation, % at 3 µM; 0.48% of 360,000 active; in the data active means activation above about 15%;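 further: untransfected CHO-K1 host cells lacking M1 receptor as counterscreen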
# TAAR1 antagonist: human TAAR1 antagonists, primary screen, Fluo-8 calcium fluorescence, CHO RD-HGA16 cells | Trace amine-associated receptor 1 (Homo sapiens), Q96RJ0 | antagonist | inhibition, % at 3 µM | 1.5% of 360,000 active | AID 624466, 2012;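 active means inhibition above a per-plate cutoff, the mean inhibition of test compounds on that plate plus 3 SD, cut at about 49% in these data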;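 further: 0% = DMSO plus EC80 beta-PEA response and 100% = DMSO alone without agonist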
# Target sequence (Q96RJ0 whole entry, looked up): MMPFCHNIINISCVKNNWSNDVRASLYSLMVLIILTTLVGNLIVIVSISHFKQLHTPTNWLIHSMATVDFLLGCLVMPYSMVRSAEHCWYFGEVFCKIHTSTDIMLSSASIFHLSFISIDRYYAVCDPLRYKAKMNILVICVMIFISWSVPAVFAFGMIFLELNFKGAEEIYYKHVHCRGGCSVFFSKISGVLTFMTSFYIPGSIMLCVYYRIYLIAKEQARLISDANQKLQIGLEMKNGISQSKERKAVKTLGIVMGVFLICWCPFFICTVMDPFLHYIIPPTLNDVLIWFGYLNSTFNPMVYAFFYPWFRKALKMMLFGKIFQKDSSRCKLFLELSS
#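 System: CHO RD-HGA16 cells bearing hTAAR1. Reagent: EC80 β-phenethylamine stimulus. Schedule: seeding 17-24 h prior, 75-min 37 °C, 30-min RT dye loading. Signal: Fluo-8 intracellular calcium dye fluorescence, real-time kinetic reads. Read-out: % inhibition from peak post-agonist over basal fluorescence ratio. Benchmarks: vehicle wells and EC80 agonist wells. Replicates: n of 1.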
# V1aR counter: agonists of human V1a receptor, primary screen, counter-screen for OXTR agonist project, fluorescence, CHO-V1R cells; 0.25% of 320,000 active; Vasopressin V1a receptor (Homo sapiens), P37288; Fluo-8 calcium fluorescence, agonist mode; 0% DMSO, 100% 3 nM vasopressin; activation, % at 3 µM;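 active means activation above the mean activation of all tested compounds plus 3 SD, per screening run, cut at about 20% in these data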;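 further: signal is peak over basal fluorescence ratio across a 100 second FLIPR read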
# CHO-K1 Ca antag: counter-screen for M1 antagonists: effect in parental CHO-K1 cells. ATP-induced calcium, Fluo-8 fluorescence. inhibition, % at 3 µM. 0.6% of 360,000 active;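 active means inhibition above a per-plate cutoff, the plate's mean sample inhibition plus 3 SD, cut at about 24% in these data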;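 further: 0% = DMSO plus EC80 ATP and 100% = DMSO alone without ATP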
# CHO-K1 Ca PAM: nonselective calcium activators in parental CHO-K1 cells, primary screen, counter-screen for M1 PAM project, cell-based, Fluo-8 calcium fluorescence, full deck, 1536-well; 0.02% of 360,000 active; activation, % at 3 µM; ATP EC20; 0% at ATP EC20, 100% at ATP max;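 active means activation above the run cutoff, the mean activation of all test compounds plus 3 SD, cut at about 40% in these data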;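 further: peak over basal fluorescence ratio in a 140 s read after ATP addition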
# OXTR agonist: human OXTR agonists, primary screen, fluorescence, CHO-OTR cells, Fluo-8 calcium; AID 2435, 2010; activation, % at 3 µM; 0.32% of 320,000 active; Oxytocin receptor (Homo sapiens), P30559; Fluo-8 calcium fluorescence; normalized: DMSO 0%, oxytocin 100%;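 active means activation above the mean of all tested compounds plus 3 SD, cutoff set per screening run, cut at about 20% in these data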;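 further: peak over basal fluorescence ratio from a 100 s FLIPR kinetic read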
# OXTR potentiate: human OXTR potentiators, primary screen, fluorescence, CHO-OTR cells, Fluo-8 calcium. Fluo-8 calcium fluorescence, potentiator mode; 0% = oxytocin EC15, 100% = EC100. Oxytocin receptor (Homo sapiens), P30559. 0.061% of 320,000 active. activation, % at 3 µM;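 active means activation above that plate's cutoff, the mean activation of tested compounds plus 3 SD, cut at about 6.6% in these data, passing the limit was not always enough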;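 further: 100% uses oxytocin at 75 nM as the full agonist control; some results filed as inactive read as strong as hits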
#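 test system = CHO-OTR cells, human receptor | compound = single-point 3.0 µM | schedule = 6 min compound pre-incubation at room temperature, 100 s kinetic read | signal = Fluo-8 no-wash calcium dye fluorescence, excitation 470-495 nm, emission 515-575 nm | repeats = single well per compound, singlicate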
# GPR7 antagonist: GPR7 receptor antagonists, primary screen, cell-based, fluorescence, single concentration; Neuropeptides B/W receptor type 1 (Homo sapiens), P48145; GPR7-expressing cells, fluorescence antagonist assay; inhibition, % at 4.4 µM; 1.1% of 290,000 active; AID 1861, 2009; in the data active means inhibition above about 16%, passing the limit was not always enough;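 further: cells stimulated with the agonist NPW; 0% = agonist with vehicle and 100% = vehicle without agonist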
# Target sequence (P48145 whole entry, looked up): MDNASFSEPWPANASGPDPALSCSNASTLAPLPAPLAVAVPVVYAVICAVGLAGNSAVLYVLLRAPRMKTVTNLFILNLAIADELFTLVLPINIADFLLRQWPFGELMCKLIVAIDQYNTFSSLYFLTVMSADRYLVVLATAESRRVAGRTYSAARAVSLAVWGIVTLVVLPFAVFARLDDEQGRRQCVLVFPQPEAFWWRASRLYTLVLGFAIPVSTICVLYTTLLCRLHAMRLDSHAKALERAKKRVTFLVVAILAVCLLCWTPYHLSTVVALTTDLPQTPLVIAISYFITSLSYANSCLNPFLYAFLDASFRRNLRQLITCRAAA
# CHO parental Ca: ATP-evoked calcium signal inhibitors, parental CHO, primary screen, counter-screen for OX1R antagonist project, cell-based, fluorescence, Fluo-8 calcium dye; parental CHO-K1, ATP-induced calcium, Fluo-8 fluorescence; inhibition, % at 5.6 µM; 0.63% of 330,000 active;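 active means inhibition above that plate's mean sample inhibition plus 3 SD, cut at about 26% in these data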;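 further: 0% = ATP-challenged DMSO wells and 100% = DMSO wells without ATP; some compounds past the cut are filed as inactive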
#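 Material – parental CHO cells · Reagent – ATP stimulus · Compound – single nominal dose of 5.6 µM per compound · Detection – Fluo-8 fluorescence · Read-out basis – percent inhibition of calcium signal · Controls – ATP-challenged DMSO wells low, unchallenged DMSO wells high · Repeats – no replicates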
# An asterisk follows results filed as active; · = no result given.
SMILES,CHO-K1 Ca ag,TAAR1 antagonist,V1aR counter,CHO-K1 Ca antag,CHO-K1 Ca PAM,OXTR agonist,OXTR potentiate,GPR7 antagonist,CHO parental Ca
O=C(NCC(c1cccs1)N1CCOCC1)c1cc([N+](=O)[O-])ccc1Cl (stereo unspecified),1.7,-14,1.1,-2,16,0.9,-5,-3,-3
CC1=CS(=O)(=O)CC1Sc1ncn[nH]1 (stereo unspecified),0.2,1,1.2,-10,19,0.6,-10,-4,9
O=C(N/N=C/C=C/c1ccco1)C(O)c1ccccc1 (stereo unspecified),-0.4,-4,0.0,-16,14,2.0,-8,9,5
CC(C)(C)NNC(=S)Nc1ccc(S(=O)(=O)N2CCOCC2)cc1,1.6,12,1.2,-7,23,3.0,-11,-8,-12
COCCNC(=O)C1(C)Cc2c(-c3ccc(N(C)C)cc3)ccnc2O1 (stereo unspecified),0.1,3,·,-9,6,·,·,·,·
Fc1cccc(Cl)c1CSc1ncn[nH]1,0.6,2,-0.6,-5,12,1.0,2,8,-12
CC1C(=O)CC(c2ccc([N+](=O)[O-])cc2)NC1c1ccc([N+](=O)[O-])cc1 (stereo unspecified),3.4,7,1.3,-11,6,3.5,-9,5,12
O=C(NCCc1ccc(Cl)cc1)C12CC3CC(CC(O)(C3)C1)C2,0.8,-27,0.3,1,18,-0.9,1,-8,-5
COc1cccc(COC(=O)C2CCN(C(=O)c3ccc(F)cc3)CC2)c1OC,12,20,7.0,-6,2,9.5,-17,·,9
CCC(C)(C)NC(=O)c1ccc(S(=O)(=O)N(C)c2ccccc2OC)cc1,1.6,5,0.9,-4,19,-0.6,-11,6,-19
CCn1c(C)cc(C(=O)CSc2nnc(C3CC3)n2C2CC2)c1C,0.1,-16,·,-1,-8,·,·,·,·
COCCNC(=O)C(c1ccc(C)cc1)N(C(=O)CCC(=O)Nc1ccccn1)c1ccccc1C (stereo unspecified),0.4,3,0.1,-15,16,1.1,-5,0,-7

# Quoted from the listing.
# `O=C(N/N=C/C=C/c1ccco1)C(O)c1ccccc1` (stereo unspecified) @ CHO parental Ca: 5
# `COCCNC(=O)C(c1ccc(C)cc1)N(C(=O)CCC(=O)Nc1ccccn1)c1ccccc1C` (stereo unspecified) @ CHO-K1 Ca ag: 0.4

# Additional results:
SMILES,CHO-K1 Ca ag,TAAR1 antagonist,V1aR counter,CHO-K1 Ca antag,CHO-K1 Ca PAM,OXTR agonist,OXTR potentiate,GPR7 antagonist,CHO parental Ca
Cc1cc(C)nc(SCC(=O)O)n1,-0.3,3,1.3,-7,15,1.7,8,15,-9
Cc1ccc(/C=C/C(=O)O)cc1S(=O)(=O)NCc1ccco1,10,-3,2.1,10,5,-0.1,-14,3,-2
Cn1c(SCC(=O)Nc2ccccc2)nc(O)cc1=O,-0.1,9,0.8,-9,-2,0.9,1,-15,-7
Cc1ccc(S(=O)(=O)Nc2ccncc2)c(C)c1,0.0,-3,-0.1,18,-9,1.1,-13,-4,-10
O=C(O)CCn1c2ccccc2c2nc3ccccc3nc21,1.3,5,0.6,-9,16,0.6,-5,28*,-4
COc1ccccc1CCC(=O)OCC(=O)Nc1cccc(S(=O)(=O)N2CCOCC2)c1,0.2,13,0.6,-1,4,0.0,-8,·,1
O=c1[nH]n(-c2ccccn2)c(=O)c2ccccc12,0.1,6,13,-12,23,-0.4,-4,11,-11
Cc1cc(C)n(CCNCc2c(C(=O)N3C[C@@H](C)O[C@@H](C)C3)nc3ccc(Cl)cn23)n1,-0.1,-19,0.7,-11,21,0.5,-16,-10,-24
Cc1cc(C(=O)OCC(=O)N2CC(C)OC(C)C2)c(C)n1-c1ccccc1 (stereo unspecified),1.0,-1,0.7,5,12,-0.6,2,·,-11
O=C(/C=C/c1cccc(Cl)c1)NNC(=O)c1ccncc1,-0.4,4,0.1,13,-3,-0.1,-2,·,-10
COC(=O)c1c(NC(=O)c2ccco2)sc(C)c1C,0.0,2,-1.2,2,10,-1.7,-3,-14,-27
CCOc1ccccc1-n1nnnc1SCC(=O)N1CCCC1=O,0.5,1,1.0,-16,6,0.9,-4,·,-10

# Some entries already given, showing only OXTR agonist, CHO-K1 Ca PAM and CHO-K1 Ca ag:
compound	OXTR agonist	CHO-K1 Ca PAM	CHO-K1 Ca ag
Cn1c(SCC(=O)Nc2ccccc2)nc(O)cc1=O	0.9	-2	-0.1
O=c1[nH]n(-c2ccccn2)c(=O)c2ccccc12	-0.4	23	0.1
Cc1ccc(/C=C/C(=O)O)cc1S(=O)(=O)NCc1ccco1	-0.1	5	10

# By substructure: those above containing a COOH group.
SMILES,CHO-K1 Ca ag,TAAR1 antagonist,V1aR counter,CHO-K1 Ca antag,CHO-K1 Ca PAM,OXTR agonist,OXTR potentiate,GPR7 antagonist,CHO parental Ca
Cc1cc(C)nc(SCC(=O)O)n1,-0.3,3,1.3,-7,15,1.7,8,15,-9
Cc1ccc(/C=C/C(=O)O)cc1S(=O)(=O)NCc1ccco1,10,-3,2.1,10,5,-0.1,-14,3,-2
O=C(O)CCn1c2ccccc2c2nc3ccccc3nc21,1.3,5,0.6,-9,16,0.6,-5,28*,-4

# The listing continues:
SMILES,CHO-K1 Ca ag,TAAR1 antagonist,V1aR counter,CHO-K1 Ca antag,CHO-K1 Ca PAM,OXTR agonist,OXTR potentiate,GPR7 antagonist,CHO parental Ca
CCOC(=O)c1cnc2ccccc2c1NCCO,-0.1,3,0.4,-8,19,0.1,-5,-2,-15
CC1(C(=O)NS(=O)(=O)c2cccc(OC(F)F)c2)CCN1C(=O)c1cccc(F)c1 (stereo unspecified),-0.5,-2,·,-1,2,·,·,·,·
CN(C)S(=O)(=O)c1cccc(NC(=S)N2CCc3ccccc32)c1,4.7,-6,0.8,-5,9,1.0,-12,-11,1
N#Cc1ccc(CSc2nnc3[nH]c(=O)cc(N)n23)cc1,-0.5,-4,1.3,2,12,-0.4,-14,-3,-4
CC1CCCN(CCCNC(=O)c2ccc(NC(=O)C3=CSCCO3)cc2)C1 (stereo unspecified),0.7,15,0.6,-14,3,1.3,3,-15,2
CCC(=O)N(Cc1cc2c(C)ccc(C)c2[nH]c1=O)C1CCCCC1,1.3,7,-0.3,0,18,1.0,-10,8,-18
COc1cc(N(C(C)=O)c2ccc(O)c(C(=O)O)c2)c2ncccc2c1,0.4,-47,·,-12,10,·,·,·,·
COc1ccc(O)c(C(=O)c2cc(C#N)c(=O)n(CC3CCCO3)c2)c1 (stereo unspecified),0.9,4,-1.0,10,-7,-2.0,4,-4,-14
CCN(CC)c1ccc(/C=N/NC(=O)C(O)(c2ccccc2)c2ccccc2)o1,·,·,-0.4,·,·,-0.7,-11,-3,-12
O=C(c1ccc(N2CCN(C3CC(=O)N(c4ccc(F)cc4)C3=O)CC2)cc1)c1cccnc1 (stereo unspecified),·,·,0.7,·,·,0.2,-4,-5,-15
Cc1noc(C)c1NC(=O)Nc1ccc2c(c1)C(=O)N([C@H](C)CO)C[C@H](C)[C@@H](CN(C)C(=O)NC1CCCCC1)O2,1.2,-2,0.8,-1,4,-0.2,-8,·,7
N#CCCN1CCN(S(=O)(=O)c2ccc(S(=O)(=O)N3CCCC3)cc2)CC1,0.6,-13,-0.4,-5,7,0.2,-4,7,6
CCN(CC)c1ccc(C(=O)N/N=C(\C)c2ccc(OC)c(OC)c2)cc1,0.5,-23,-0.1,-5,18,-1.2,-3,-7,-22
N=c1c(C(=O)NCC2CCCO2)cc2c(=O)n3ccccc3nc2n1Cc1ccc(F)cc1 (stereo unspecified),0.1,-8,-1.6,-8,-9,-1.5,-6,9,9
Cc1cc(COc2ccccc2O)on1,-0.2,-1,1.0,10,-3,-0.3,-1,-8,1
O=C(NCc1ccncc1)c1cc(S(=O)(=O)N2CCOCC2)c(Cl)cc1Cl,6.2,-38,0.2,2,1,1.4,7,·,-8
COC(=O)c1nn(-c2ccc(OC)cc2)c(=O)cc1NN,0.1,-7,-0.1,-19,16,0.4,-5,9,-15
COc1ccc(NC(=O)c2cccc(C(=O)Nc3ccc(OC)cc3)n2)cc1,·,-4,-0.5,·,·,-2.0,-16,-6,11
Cc1ccc(C)c(SCC(=O)OCC(=O)N2CC(C)OC(C)C2)c1 (stereo unspecified),0.1,-20,0.3,-6,-7,0.2,0,-11,-15
CCOc1ccc(S(=O)(=O)N(CC)CC)cc1N,0.9,-26,0.3,-16,26,-0.8,-18,-5,-1
CN(Cc1ccccc1)C1(CNC(=O)CCC(F)(F)F)Cc2ccccc2C1,0.3,-6,-0.5,-6,6,-2.7,4,-16,-18
